# Screens as filed in PubChem BioAssay.
# ADAM17 inh: inhibits human ADAM17; P78536; recombinant ADAM17, EDANS/DABCYL FRET peptide cleavage; inhibition, % at 6.95 µM; 0.83% of 370,000 active;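 active means inhibition above the mean of compounds lying between control limits plus 3 SD, set per campaign, cut at about 8.5% in these data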;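 further: 0% = DMSO-only wells as the low control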
# Target sequence (P78536 215-824 limits assumed): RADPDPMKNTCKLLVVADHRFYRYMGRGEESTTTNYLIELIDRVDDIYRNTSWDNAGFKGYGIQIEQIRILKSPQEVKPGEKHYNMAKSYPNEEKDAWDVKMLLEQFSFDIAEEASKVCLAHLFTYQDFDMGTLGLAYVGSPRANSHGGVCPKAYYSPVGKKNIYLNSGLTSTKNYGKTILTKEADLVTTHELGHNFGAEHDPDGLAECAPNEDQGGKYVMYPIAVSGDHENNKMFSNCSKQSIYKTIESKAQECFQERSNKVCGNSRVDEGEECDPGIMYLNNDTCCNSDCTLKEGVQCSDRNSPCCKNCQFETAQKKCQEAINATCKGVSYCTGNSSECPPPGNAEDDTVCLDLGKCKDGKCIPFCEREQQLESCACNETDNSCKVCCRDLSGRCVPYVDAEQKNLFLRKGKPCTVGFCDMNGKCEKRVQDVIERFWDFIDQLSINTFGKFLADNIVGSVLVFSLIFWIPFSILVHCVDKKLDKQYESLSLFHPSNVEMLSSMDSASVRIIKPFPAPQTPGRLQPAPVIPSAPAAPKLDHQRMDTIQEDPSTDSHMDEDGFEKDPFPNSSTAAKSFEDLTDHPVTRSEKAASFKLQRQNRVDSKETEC
# UHRF1 binding: blocks human UHRF1 binding to methylated DNA. Q96T88. UHRF1 binding to methylated oligo, TR-FRET. inhibition, % at 4.4 µM. 0.75% of 370,000 active. AID 687016; in the data active means inhibition above about 21%;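 further: UHRF1 SRA domain binding a hemimethylated CpG hairpin DNA probe; 0% = median of test compound wells and 100% = reference inhibitor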
# Tn6 DDE FP: disrupts Tn6 cyclic peptide binding to fibrin D-Dimer-E complex | P02675 | Fibrin DD(E) TRITC-Tn6 fluorescence polarization displacement | inhibition, % at 8.3 µM | 0.21% of 370,000 active;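 active means inhibition above a per-campaign cutoff: mean of compounds within control limits plus 3 SD, cut at about 15% in these data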;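 further: 0% = median of all compound wells on the plate and 100% = blocking peptide control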
# proKLK7 act: activators of human kallikrein-7 zymogen. 0.9% of 370,000 active. P49862. activation, % at 7 µM. purified proKLK7, EDANS-DABCYL substrate fluorescence; 100% is mature enzyme control, 0% vehicle;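 active means activation above the mean of all tested compounds plus 3 SD, computed per campaign excluding outliers beyond control limits, cut at about 13% in these data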
# ARFGAP1 inh: rat ARFGAP1 inhibition; Q62848; Arfgap1-stimulated ARF1 GTP hydrolysis, GDP FP detection; inhibition, % at 16.5 µM; 0.26% of 360,000 active; AID 651572;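 active means inhibition above a per-plate limit, mean inhibition of low control wells plus 3 SD, cut at about 25% in these data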;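 further: 0% = DMSO wells with enzyme and 100% = wells lacking Arfgap1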
#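 Material – truncated rat Arfgap1 GAP domain · Buffer or medium – HEPES-based buffer, pH 7.5 · Reagent – human ARF1(Δ1-17)-GTP substrate · Dosing – 16.5 µM single point, 1.26% DMSO · Schedule – GTP hydrolysis reaction 2 h at 25 °C · Technique – GDP detection by fluorescence polarization · Benchmarks – No-Arfgap1 wells (100%) versus DMSO full-reaction wells (0%) · Repeats – single replicate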
# Tn7 DDE FP: inhibitors of Tn7 peptide binding to human fibrin DD(E); P02675; FP displacement of FITC-Tn7 peptide from fibrin DD(E); 0% = median of compound wells per plate; inhibition, % at 8.3 µM; 0.13% of 370,000 active; AID 720508;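 active means inhibition above the mean of compounds falling within the control limits plus 3 SD of them, cut at about 14% in these data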;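 further: 0% = plate median of compound wells and 100% = 10 µM Aha-Tn7 peptide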
#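 Test system – human fibrin DD(E) · Times – 10 min preincubation, 3 h with tracer, room temperature · Detection – fluorescence polarization of the labelled Tn7 tracer · Measure – percent inhibition normalized to high-control wells · Benchmarks – high control wells with 10 µM unlabelled Aha-Tn7 peptide (full inhibition) · Repeats – singlicate testing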
# ASAP1 inh: inhibitors of human ASAP1 ArfGAP activity; ASAP1-stimulated ARF1 GTP hydrolysis, GDP FP detection; 0.19% of 360,000 active; inhibition, % at 16.5 µM; Q9ULH1; AID 624377; in the data active means inhibition above about 25%;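 further: 0% = vehicle with enzyme and substrate and 100% = no enzyme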
# Target sequence (Q9ULH1 325-724 limits assumed): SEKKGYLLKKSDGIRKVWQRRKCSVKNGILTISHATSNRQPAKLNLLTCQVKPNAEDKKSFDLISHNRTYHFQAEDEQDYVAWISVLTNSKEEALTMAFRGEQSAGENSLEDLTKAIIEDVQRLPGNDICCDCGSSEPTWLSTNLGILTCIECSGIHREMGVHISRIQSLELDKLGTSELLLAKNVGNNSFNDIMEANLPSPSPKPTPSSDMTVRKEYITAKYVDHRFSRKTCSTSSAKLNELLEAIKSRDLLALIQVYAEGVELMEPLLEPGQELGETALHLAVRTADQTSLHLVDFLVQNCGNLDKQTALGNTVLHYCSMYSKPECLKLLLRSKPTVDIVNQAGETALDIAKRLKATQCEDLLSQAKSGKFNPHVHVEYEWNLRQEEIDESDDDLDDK
# MBD2 inh: MBD2-methylated oligo binding inhibition; inhibition, % at 4.4 µM; 0.31% of 370,000 active; Q9UBB5; AID 686964; TR-FRET, MBD2 binding to methylated oligonucleotide; in the data active means inhibition above about 13%
# PLC-beta3 inh: blocks human PLC-beta3 enzyme activity; Q01970; Purified PLC-beta3, fluorogenic substrate, fluorescence; inhibition, % at 12.2 µM; AID 720704; 0.18% of 370,000 active; in the data active means inhibition above about 11%;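 further: 0% = median of compound wells on plate and 100% = full blocker control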
# PLC-gamma1 inh: blocks human PLC-gamma1 enzyme activity | AID 720700 | inhibition, % at 12.2 µM | purified PLC-gamma1, fluorogenic substrate, fluorescence | 0.84% of 370,000 active; in the data active means inhibition above about 9.5%
# * marks the source's active call; other numbers are inactive results; i = inactive; · = no result given.
SMILES,ADAM17 inh,UHRF1 binding,Tn6 DDE FP,proKLK7 act,ARFGAP1 inh,Tn7 DDE FP,ASAP1 inh,MBD2 inh,PLC-beta3 inh,PLC-gamma1 inh
Cc1nc2nc(NC(=O)c3ccco3)nn2c(C)c1Cl,0,3,5,-0.4,-10,1,4,-1,-1,1
Cc1ccc(CN2CCN(Cc3ccccc3C(F)(F)F)CC2)cc1,0,0,12,-0.9,-4,-6,6,1,2,2
Cc1c(C#N)c2ccccc2n1CC(=O)N1CCc2ccccc2C1,0,-1,2,-1.0,0,-7,6,1,-1,0
COc1ccc(CN2C(=O)c3cccnc3C2=O)cc1S(=O)(=O)N1CC(C)Oc2ccccc21 (configuration not stated),-2,5,-3,0.2,6,-1,-4,-1,-1,3
Cc1ccc(O)c(-c2cc(-c3ccccc3F)[nH]n2)c1,7,5,-1,-0.2,22,1,24,-2,4,4
O=C(CSc1ccc(F)cc1)NC(=O)NCc1ccccc1,0,7,7,-0.1,-1,2,12,-2,1,10*
COc1cccc2c(=O)n(CC(=O)NC3CCCC3)ccc12,-11,4,-17,0.6,0,0,3,4,5,5
Cc1cc(C(=O)OC2CCOC2=O)c2ccccc2n1 (configuration not stated),-3,4,3,-0.8,2,-4,11,0,-4,-4
O=c1oc(CCCO)cc2ccc(C#CC3(O)CCCCC3)cc12,-19,13,-5,0.3,-6,7,-1,1,-11,-6
COc1ccc(N2CC(C(=O)N/N=C/c3cccs3)CC2=O)cc1 (configuration not stated),-2,-3,4,-0.5,1,7,0,-6,2,-1
Nc1ccc(-c2nnc(-c3ccc(-c4ccccc4)cc3)o2)cc1,-176,-1,-11,-44,1,-7,13,2,i,i
CCCCn1cnc2c(SCc3ccc([N+](=O)[O-])cc3)nc(N)nc21,1,0,-1,-0.1,1,0,2,-1,3,8
C=CCOc1ccc2c(c1)CCC1C2CCC2(C)C(O)C(O)CC12 (configuration not stated),-1,-1,3,-0.1,-1,14*,-8,0,-5,2
O=C(OCC#CCSc1nnc(-c2cccc3ccccc23)o1)c1ccc(OC(F)F)cc1,-8,1,3,·,·,0,·,-3,-11,-4
O=c1[nH]c2ccccc2c(=O)n1CCCO,-4,-1,1,-0.2,-13,2,-2,4,2,1
CCC(C)Sc1ccc([C@@H]2[C@H]3C(=O)N(CC)C(=O)[C@H]3[C@]3(C(=O)OC)CCCN23)cc1OC (some centres not stated),5,2,4,0.3,-4,-1,6,-2,-84,-47
CCc1ccc(C(=O)COC(=O)CNC(=O)CNS(=O)(=O)c2ccccc2)cc1,0,0,0,-0.5,-1,3,13,-1,-6,1
CCCn1nnnc1NCc1ccc(N(CC)CC)cc1,-1,0,3,0.1,2,5,2,-3,-1,1
CC(C)(CNC(=O)c1ccc([N+](=O)[O-])c(Cl)c1)CNC(=O)c1ccc([N+](=O)[O-])c(Cl)c1,4,2,1,-0.7,13,4,-4,4,0,0
C/C(=N/NC(=O)c1cccs1)c1c(C)[nH]n(-c2nc3ccccc3s2)c1=O,0,1,-8,-0.5,7,-3,-1,0,-4,-9
CCC(C(=O)O)n1c(C(F)(F)F)nc2ccccc21 (configuration not stated),5,3,-3,0.0,-1,-10,9,0,1,2
CCOCCOC(=O)c1[nH]c2c(c1C)C(=O)CC(c1ccc(N(C)C)cc1)C2 (configuration not stated),2,1,-5,-0.5,2,-4,7,1,0,0
CCOc1ccccc1C(=O)N/N=C/c1c[nH]c2ccccc12,-4,-2,2,0.7,19,-4,2,4,-12,-12
O=C(c1cc2ccccc2o1)N(Cc1nnc(-c2ccccc2Cl)o1)C1CC1,-3,-3,-9,0.0,5,-2,9,0,4,5
Cc1cn([C@H]2C[C@H](O)[C@@H](CNCc3ccc(F)c(N4CCOCC4)c3)O2)c(=O)[nH]c1=O,-6,0,2,-0.6,10,-5,5,6,-1,-2
# (next part)
SMILES,ADAM17 inh,UHRF1 binding,Tn6 DDE FP,proKLK7 act,ARFGAP1 inh,Tn7 DDE FP,ASAP1 inh,MBD2 inh,PLC-beta3 inh,PLC-gamma1 inh
C[C@H]1CN([C@@H](C)CO)C(=O)CCCn2nncc2CO[C@@H]1CN(C)C(=O)Nc1ccccc1F,-2,-1,8,-0.2,-1,-1,-2,-3,2,1
CCOC(=O)c1ccc(N=c2scc(C)n2CC)cc1,1,2,-11,-1.5,1,-6,7,0,-19,-18
Nc1cccc(C(=O)OCC(=O)c2ccccc2)c1,-1,-2,0,0.3,-4,-1,5,-6,5,1
CCOC(=O)CN1C(=O)C(O)(C2CCc3ccccc3C2=O)c2ccccc21 (configuration not stated),-5,-1,2,-0.4,1,-1,-1,0,0,0
C[C@H](CO)N1C[C@H](C)[C@@H](CN(C)C(=O)Nc2ccc(C(F)(F)F)cc2)Oc2c(NS(=O)(=O)c3cccs3)cccc2C1=O,1,-1,7,0.3,1,2,11,0,0,1
Cn1cnnc1SCC(=O)c1ccc2c(c1)OCO2,-3,2,5,-0.4,-1,-3,-10,-5,-1,1
CN(C)/C=C1\N=C(c2cccnc2Oc2ccc(Cl)cc2)OC1=O,-4,1,-3,0.7,12,-3,0,-5,-7,2
Cc1cc(C)nc(NS(=O)(=O)c2ccc(NC(=O)c3ccc4c(c3)OCCO4)cc2)n1,-2,-2,3,0.1,0,3,-4,4,2,0
Nc1nc2ccc(Br)cc2o1,-2,-2,-1,0.1,11,3,2,-1,-1,-1
COCCCn1cnnc1SCC(=O)Nc1ccc(S(=O)(=O)N2CCCC2)cc1,-1,-3,-5,-0.6,-14,5,7,3,-1,-2
Cc1sc2ncnc(N3CCC(C(=O)Nc4sc5c(c4C(N)=O)CCC(C)C5)CC3)c2c1C (configuration not stated),-1,0,3,-0.6,16,-2,1,-3,-4,0
CCOC(=O)c1c(N)sc(-c2ccccc2)c1C,1,12,2,-0.1,3,2,-3,5,-2,0
CCOC(=O)[C@]12CCC=C1N(Cc1ccco1)C(=O)[C@H](CC(=O)NCc1ccccc1)C2,0,-2,-3,1.1,4,-3,1,-3,2,-3
CCc1ccc([C@@H]2CC=C(C(=O)O)[C@H](c3ccc(Cl)cc3)N2S(=O)(=O)c2ccc(C)cc2)cc1,5,-2,10,-0.8,-20,-6,-13,3,-3,2
O=C(NCCNc1nccc(C(F)(F)F)n1)c1cccs1,-5,8,-9,0.5,4,0,-9,-1,-10,1
O=C(O)c1ccc(/C=N/n2c(C3CCCCC3)n[nH]c2=S)cc1,-4,-2,-1,0.6,3,6,3,2,-1,7
CC(C)(C)C(=O)NNC(=O)c1cc(C(C)(C)C)nn1Cc1ccccc1,0,1,2,-0.4,11,2,9,-4,-2,2
O=C(Cn1cncn1)N/N=C/c1ccc(Cl)cc1,-2,1,0,0.1,1,5,-3,2,0,3
O=C(Nc1ccccc1C(=O)O)c1cc(S(=O)(=O)Nc2cccc(F)c2)ccc1Cl,2,1,-9,0.6,-1,-3,9,-5,-5,2
COC(=O)Cc1cc(=O)[nH]c(/N=C(\N)Nc2ccc(C)cc2)n1,-1,0,-10,0.4,-4,1,-10,2,-1,1
CC#CCN1c2ccccc2[C@]23C[C@@H](C(=O)OC)N(C(=O)OCC)C2=NC(C(=O)OC)=C(C(=O)OC)[C@H]13,1,2,-7,0.8,13,-4,20,4,4,5
CCOC(=O)COc1c(-c2ccc(OC)cc2)oc2ccccc2c1=O,-199,-4,1,4.3,-9,-2,-3,2,-285,-196
N#Cc1c(Cl)nc(-c2ccncc2)nc1-c1ccccc1,-2,-2,-4,0.4,16,6,4,-11,-3,-2
CCCNC(=O)N(C)C[C@@H]1Oc2cc(C#C[C@H](C)O)ccc2S(=O)(=O)N([C@H](C)CO)C[C@H]1C,3,2,-2,-0.8,2,2,-8,1,-2,-1
CCc1nnc(NC(=O)CCC(=O)NC2CC2)s1,0,0,9,0.1,-12,-2,12,-3,3,3
CSc1nc(O)c(N=Nc2ccc(F)cc2F)c(=O)[nH]1,-1,-3,1,-0.6,9,0,17,-5,-5,0
CCCCCN(C(=O)CCC(=O)OCc1cccc(Br)c1)c1c(N)n(CCCC)c(=O)[nH]c1=O,0,0,8,0.5,0,-1,-2,-2,-4,3
COC(=O)c1cc(Br)ccc1NC(=O)Nc1ccc(C)cc1,1,1,-4,-1.2,0,-5,1,-1,4,4

# Already shown: entries from further up.
SMILES,ADAM17 inh,UHRF1 binding,Tn6 DDE FP,proKLK7 act,ARFGAP1 inh,Tn7 DDE FP,ASAP1 inh,MBD2 inh,PLC-beta3 inh,PLC-gamma1 inh
CCOC(=O)[C@]12CCC=C1N(Cc1ccco1)C(=O)[C@H](CC(=O)NCc1ccccc1)C2,0,-2,-3,1.1,4,-3,1,-3,2,-3
CCc1ccc([C@@H]2CC=C(C(=O)O)[C@H](c3ccc(Cl)cc3)N2S(=O)(=O)c2ccc(C)cc2)cc1,5,-2,10,-0.8,-20,-6,-13,3,-3,2
O=C(NCCNc1nccc(C(F)(F)F)n1)c1cccs1,-5,8,-9,0.5,4,0,-9,-1,-10,1
O=C(O)c1ccc(/C=N/n2c(C3CCCCC3)n[nH]c2=S)cc1,-4,-2,-1,0.6,3,6,3,2,-1,7
CC(C)(C)C(=O)NNC(=O)c1cc(C(C)(C)C)nn1Cc1ccccc1,0,1,2,-0.4,11,2,9,-4,-2,2
O=C(Cn1cncn1)N/N=C/c1ccc(Cl)cc1,-2,1,0,0.1,1,5,-3,2,0,3
O=C(Nc1ccccc1C(=O)O)c1cc(S(=O)(=O)Nc2cccc(F)c2)ccc1Cl,2,1,-9,0.6,-1,-3,9,-5,-5,2
COC(=O)Cc1cc(=O)[nH]c(/N=C(\N)Nc2ccc(C)cc2)n1,-1,0,-10,0.4,-4,1,-10,2,-1,1
CC#CCN1c2ccccc2[C@]23C[C@@H](C(=O)OC)N(C(=O)OCC)C2=NC(C(=O)OC)=C(C(=O)OC)[C@H]13,1,2,-7,0.8,13,-4,20,4,4,5
CCOC(=O)COc1c(-c2ccc(OC)cc2)oc2ccccc2c1=O,-199,-4,1,4.3,-9,-2,-3,2,-285,-196
N#Cc1c(Cl)nc(-c2ccncc2)nc1-c1ccccc1,-2,-2,-4,0.4,16,6,4,-11,-3,-2
CCCNC(=O)N(C)C[C@@H]1Oc2cc(C#C[C@H](C)O)ccc2S(=O)(=O)N([C@H](C)CO)C[C@H]1C,3,2,-2,-0.8,2,2,-8,1,-2,-1
CCc1nnc(NC(=O)CCC(=O)NC2CC2)s1,0,0,9,0.1,-12,-2,12,-3,3,3
CSc1nc(O)c(N=Nc2ccc(F)cc2F)c(=O)[nH]1,-1,-3,1,-0.6,9,0,17,-5,-5,0
CCCCCN(C(=O)CCC(=O)OCc1cccc(Br)c1)c1c(N)n(CCCC)c(=O)[nH]c1=O,0,0,8,0.5,0,-1,-2,-2,-4,3
COC(=O)c1cc(Br)ccc1NC(=O)Nc1ccc(C)cc1,1,1,-4,-1.2,0,-5,1,-1,4,4
